Tau ThT inhib – blocks human tau fibril formation measured by thioflavin T; recombinant tau K18 P301L, heparin-induced fibrillization, ThT fluorescence; Potency, µM (doses to about 57.4 µM), for inactives: at the highest dose activity, negative = inhibition, actives largely listed as inhibitors; hit rate 2.1% among 270,000; note: % is set by controls: 0 for no effect and ±100 for the full control effect; nearly all actives have a fitted effect of over 55% in size
Target sequence (P10636 561-689 P618L limits assumed): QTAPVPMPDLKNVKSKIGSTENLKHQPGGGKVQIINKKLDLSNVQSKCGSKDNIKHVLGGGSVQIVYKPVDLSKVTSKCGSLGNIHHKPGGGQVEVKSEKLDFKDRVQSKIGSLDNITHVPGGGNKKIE
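K18 P301L tau (15 uM + 0.24 uM Alexa 594-tagged), heparin 20 uM, NaOAc pH 7, 6 h 37 C; ThT 30 uM, 1 h RT, ex 450/em 510 nm.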
Tau fluor counter – counter-screen for tau fibril formation inhibitors | tau K18 P301L (four-repeat tau fragment) Alexa594 fluorescence, heparin fibrillization | Potency, µM (titrated, usually from 57.7 µM), inactives show at the top dose activity change, negative = decrease | hit rate 0.93% among 280,000 | AID 1463; note: % is set by controls: 0 for no effect and ±100 for the full control effect; nearly all actives have a fitted effect of over 55% in size
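Human K18 P301L tau (15 uM unlabeled plus 0.24 uM Alexa 594-labeled, final) in 100 mM sodium acetate pH 7 was mixed with compound and 20 uM heparin and incubated 6 hr at 37 C.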
HTT cytoprotect – Huntington cell model cytoprotection by ATP luminescence. PC12 HTT-Q103 induced, cytoprotection, ATP luminescence, 40 h. Potency, µM (highest dose often 56.4 µM), without a hit: cytoprotection (ATP increase), most hits filed as activators. hit rate 0.14% among 230,000;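 note: % of control where 0% means no effect; nearly all actives have a fitted effect of over 45% in size; toxic huntingtin expression switched on by the ecdysone agonist tebufenozide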
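Quantitative HTS on tebufenozide-induced (100 nM) PC12 cells expressing HTTQ103 exon 1–GFP; compounds tested as a concentration series; survival measured via cellular ATP.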
HTT aggregate – reduces HttQ103-GFP aggregates in PC12 cells; Potency, µM (titrated, usually from 46.1 µM), inactives show top-dose activity change, negative = inhibition, most hits filed as inhibitors; AID 1688; PC12 HttQ103-GFP aggregates, Acumen cytometry, 40 h; hit rate 1.1% among 220,000; note: % is set by controls: 0 for no effect and ±100 for the full control effect; nearly all actives have a fitted effect of over 60% in size
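Using laser scanning cytometry, GFP-positive aggregates were counted after lysis of PC12 cells induced with 100 nM tebufenozide to express HTT exon 1 Q103–GFP. Compounds were tested in titration.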
JMJD2E inh – inhibitors of human JMJD2E histone demethylase | B2RXH2 | JMJD2E catalytic domain, FDH-coupled NADH fluorescence (FDH is formaldehyde dehydrogenase) | Potency, µM (highest dose often 57.1 µM), without a hit: at the top dose activity change, negative = inhibition, usual class: inhibitors | hit rate 1.6% among 230,000 | AID 2147; active = well fitted inhibition curve with a large enough effect, not every such curve was filed as active; inconclusive = small, poorly fitted or top-dose-only effect, or another doubt; inactive = no such curve, though single readings can be large or run the other way;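 note: 0% = wells with enzyme and -100% = buffer wells without enzyme; nearly all actives have a fitted effect of over 50% in size; many of its hits are not listed in these tables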
Target sequence (B2RXH2 1-337 limits assumed): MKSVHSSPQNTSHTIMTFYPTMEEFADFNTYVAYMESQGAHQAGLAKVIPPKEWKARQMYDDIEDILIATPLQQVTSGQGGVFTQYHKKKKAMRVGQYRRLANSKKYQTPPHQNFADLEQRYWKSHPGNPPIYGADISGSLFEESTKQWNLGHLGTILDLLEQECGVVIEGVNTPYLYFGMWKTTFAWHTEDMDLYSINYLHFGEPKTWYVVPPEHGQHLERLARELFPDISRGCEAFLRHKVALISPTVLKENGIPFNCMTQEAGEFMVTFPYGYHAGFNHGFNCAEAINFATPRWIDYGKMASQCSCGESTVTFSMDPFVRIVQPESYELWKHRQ
Tau FP inhib – tau fibrillization inhibition (FP); P10636; Potency, µM (top dose mostly 57.7 µM), inactives show at the highest dose activity, negative = inhibition, hits mostly inhibitors; K18 P301L tau heparin fibrillization, Alexa594 FP, 6 h; hit rate 0.39% among 280,000; note: % is set by controls: 0 for no effect and ±100 for the full control effect; nearly all actives have a fitted effect of over 55% in size
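Compound effects on tau fibrillization are measured by Alexa 594 fluorescence polarization (ex 555, em 632 nm). K18 P301L tau is used at 15 uM with 0.24 uM labeled tracer, and 20 uM heparin induces aggregation over 6 hr at 37 C.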
SMN2 splice up – increases expression of the SMN2 splice variant; HEK293 SMN2-luciferase splicing reporter, luminescence, 30-36 h; Potency, µM (highest dose often 46.1 µM), inactives show at the highest dose activity change, positive = activation, most hits filed as activators; hit rate 2.8% among 210,000; note: % of control where 0% means no effect; nearly all actives have a fitted effect of over 55% in size
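qHTS luciferase splicing reporter: luminescence rises when SMN2 exon 7 is included in transfected HEK293 cells. Compound exposure lasted 30-36 h at 37C, with 4.5 mM final sodium butyrate as control, followed by a ONE-Glo read.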
ALDH1A1 block – blocks purified human ALDH1A1 activity; P00352; Purified ALDH1A1, NADH fluorescence, propionaldehyde substrate; Potency, µM (top dose mostly 75.3 µM), without a hit: at the highest dose activity, negative = inhibition, most hits filed as inhibitors; hit rate 7.3% among 220,000; AID 1030; active = well fitted inhibition curve with a large enough effect, not every such curve was filed as active; inconclusive = small, poorly fitted or top-dose-only effect, or another doubt; inactive = no such curve, though single readings can be large or run the other way;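 note: plate controls were no enzyme wells and a reference inhibitor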
Target sequence (P00352 whole entry, looked up): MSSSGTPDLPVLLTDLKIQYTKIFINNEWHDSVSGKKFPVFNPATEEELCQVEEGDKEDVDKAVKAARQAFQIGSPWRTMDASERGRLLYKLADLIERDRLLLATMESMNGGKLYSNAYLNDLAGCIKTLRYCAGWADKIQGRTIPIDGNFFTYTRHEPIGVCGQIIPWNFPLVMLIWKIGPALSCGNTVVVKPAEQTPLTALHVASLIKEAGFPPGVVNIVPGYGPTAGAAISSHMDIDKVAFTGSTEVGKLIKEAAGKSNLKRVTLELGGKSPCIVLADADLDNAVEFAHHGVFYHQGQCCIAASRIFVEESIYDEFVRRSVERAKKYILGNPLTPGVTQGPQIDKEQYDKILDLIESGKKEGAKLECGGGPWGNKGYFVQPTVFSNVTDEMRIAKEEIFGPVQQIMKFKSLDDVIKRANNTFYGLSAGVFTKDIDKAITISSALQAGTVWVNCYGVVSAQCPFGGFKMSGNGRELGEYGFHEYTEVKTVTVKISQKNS
* marks the source's active call; other numbers are inactive results; ? = inconclusive; / = no result given; [ ] = dose if it differs, or a comment. Unless noted, calls come from the whole dose curve; as a rule, active = well fitted curve in the direction sought with a large enough effect; inconclusive = small, poorly fitted or top-dose-only effect, or another doubt; inactive = no such curve, though single readings can be large; an effect the other way counts as inactive or inconclusive. Potency is the fitted concentration of half-maximal effect. Not all compounds are listed. The share of hits here may be higher or lower than overall.

Field names: A = Tau ThT inhib; B = Tau fluor counter; C = HTT cytoprotect; D = HTT aggregate; E = JMJD2E inh; F = Tau FP inhib; G = SMN2 splice up; H = ALDH1A1 block
> CC1(C)OC2OC(C(=O)N/N=C/c3ccccc3F)C3OC(C)(C)OC3C2O1 (stereo unspecified)
  A = -5%	B = -9%	C = -8%[10 µM]	D = 11%	E = -10%	F = 7%	G = 11%	H = 15%
> COc1ccc(NC(=O)c2c(C)oc3ccc(O)c(CN4CCN(Cc5ccccc5)CC4)c23)cc1
  A = ?	B = ?	C = /	D = /	E = /	F = ?	G = -31%[inhibitor]	H = /
> Cc1ccc2nc(-c3ccc(NC(=O)c4ccco4)cc3)[nH]c2c1
  A = ?	B = -14%	C = -20%[10 µM]	D = 23%	E = ?	F = -4%	G = 7.9µM*	H = ?
> COc1ccc(C2CC(=O)C3=C(C2)NC(C)=C(C#N)C3c2ccc(N(C)C)cc2)cc1 (stereo unspecified)
  A = -5%	B = ?	C = -3%	D = 7%	E = -19%	F = 9%	G = -2%	H = ?
> CCOc1ccc(NC(=O)Nc2cc(C)ccc2OC)cc1
  A = ?	B = ?	C = -35%[10 µM]	D = ?	E = 5%	F = ?	G = ?	H = -9%
> CC(C)OCCCNc1ncnc2c1[nH]c1ccc(F)cc12
  A = -14%	B = ?	C = -100%[inhibitor][0.074 µM]	D = 2.2µM*	E = ?	F = 10%	G = -66%[inhibitor]	H = ?
> CN1CCN(C(=O)C2=C[C@H](c3ccc(Br)cc3)C[C@H](OCCCCO)O2)CC1
  A = -7%	B = 0%	C = 18%[10 µM]	D = -6%[9.22 µM]	E = -4%	F = -2%	G = /	H = -10%
> COc1ccc(C(C)=O)cc1COC(=O)c1cccc(N(C)C)c1
  A = ?	B = -26%	C = -13%	D = 3%	E = ?	F = 10%	G = 7%	H = ?
> Cc1cc(NC(=O)CCC2COc3ccccc3O2)no1 (stereo unspecified)
  A = -7%	B = 0%	C = 3%	D = -19%	E = 1%	F = -3%	G = 13µM*	H = -3%
> COc1cc([N+](=O)[O-])cc2sc(NC(=O)C(C)(C)C)nc12
  A = -8%	B = -7%	C = -55%[inhibitor][1.9 µM]	D = -6%[9.22 µM]	E = 5%	F = 2%	G = -2%	H = -2%
> CCOC(=O)C1=C(C)N=C2SCCC(=O)N2[C@@H]1/C=C/c1ccccc1
  A = -8%	B = -9%	C = -14%	D = -1%	E = -5%	F = -2%	G = -8%	H = ?
> COC(=O)C1=COC(C)C2CN3CCc4c([nH]c5ccccc45)C3CC12 (stereo unspecified)
  A = -11%	B = -24%	C = -16%	D = 11µM*	E = 2%	F = -8%	G = /	H = 9%
> Cc1ccc2c(c1)N(CCCC(=O)NCc1ccc3c(c1)OCO3)C(=O)CO2
  A = -12%	B = -14%	C = 6%	D = 13%	E = 2%	F = 0%	G = 2%	H = 15%
> C=CCNCC(=O)NN=C(c1ccccc1)c1ccccc1
  A = -7%	B = -1%	C = 1%[10 µM]	D = 4%	E = 70%[activator]	F = 2%	G = -5%	H = -12%
> COC(=O)[C@@H](NC(=O)Nc1cccc(OC)c1)C(C)C
  A = 0%	B = -5%	C = 4%	D = -10%	E = 0%	F = -11%	G = -1%	H = 6%
> CC(Cl)C(=O)NC(=O)NC12CC3CC(CC(C3)C1)C2 (stereo unspecified)
  A = 0%	B = -8%	C = -15%[10 µM]	D = ?	E = 2%	F = 3%	G = /	H = 2%
> CCOC(=O)C1CCN(CC(=O)Nc2c(C(=O)OC)[nH]c3ccccc23)CC1
  A = -3%	B = -8%	C = 11%	D = -1%	E = ?	F = 9%	G = -36%	H = 3%
> O=C(Nc1ccccc1N1CCN(C(=O)c2ccc(Cl)cc2)CC1)c1ccc2c(c1)OCO2
  A = -7%	B = -19%	C = -5%	D = -4%	E = ?	F = 1%	G = ?	H = ?
> CC(C)c1ccc(NC(=O)CSc2nc(-c3ccccc3F)nc3nc[nH]c23)cc1
  A = 10%	B = -9%	C = -9%[10 µM]	D = 10%	E = 9%	F = -12%	G = 14%	H = 9%
> FC(F)(F)c1cccc(Cn2nnnc2-c2cc(Cl)cc(Cl)c2)c1
  A = -10%	B = -17%	C = 20%	D = -5%	E = 0%	F = 5%	G = -26%	H = 3%
> O=C(CN1C(=O)COc2ccc(S(=O)(=O)N3CCCCCC3)cc21)N1CCN(c2cccc(C(F)(F)F)c2)CC1
  A = -6%	B = -23%	C = /	D = /	E = /	F = -3%	G = -2%	H = /
> CCOC(=O)C1CCN(C(=O)COc2ccc(N(C)S(=O)(=O)c3ccc(OCC)cc3)cc2)CC1
  A = -6%	B = -9%	C = 2%	D = 10%	E = -3%	F = 1%	G = /	H = ?
> O=C(NCCCCc1ccccc1)C1CC(c2cccc([N+](=O)[O-])c2)=NO1 (stereo unspecified)
  A = -20%	B = ?	C = -6%	D = -13%	E = -6%	F = 13%	G = -2%	H = -7%
> COC(=O)Nc1ccc(C)c2nsnc12
  A = ?	B = -12%	C = -11%	D = 17%	E = 4%	F = -5%	G = /	H = -1%
> CCCc1cc(C(=O)NCCc2ccc(OC)c(OC)c2)no1
  A = 5%	B = 3%	C = -11%	D = -12%	E = 5%	F = 5%	G = -17%	H = ?

Later entries:
Field names: A = Tau ThT inhib; B = Tau fluor counter; C = HTT cytoprotect; D = HTT aggregate; E = JMJD2E inh; F = Tau FP inhib; G = SMN2 splice up; H = ALDH1A1 block
> CC(C)C(NC(=O)C1CCCCC1)C(=O)NC1=NCCS1 (stereo unspecified)
  A = -2%	B = -2%	C = 5%	D = -1%	E = 5%	F = 0%	G = -4%	H = 9%
> COc1ccc(/C=N/Nc2nnc(Cc3ccccc3)c(=O)[nH]2)cc1OC
  A = -1%	B = -21%	C = -35%[10 µM]	D = 9%[9.22 µM]	E = 3%	F = -3%	G = /	H = /
> CCCNc1c(F)c(F)c2c(C)c3ccccc3nc2c1F
  A = 14µM*	B = -23%	C = -27%	D = -32%	E = -4%	F = 6%	G = 13%	H = ?
> O=[N+]([O-])c1nn(-c2ccc(Cl)cc2)n(O)c1=NCc1ccccc1Cl
  A = ?	B = -21%	C = -23%	D = -10%	E = 5%	F = 1%	G = /	H = 1%
> Nc1ccccc1N=c1ssnc1Cl
  A = 22µM*	B = -30%	C = -33%	D = 8%	E = ?	F = ?	G = 11%	H = ?
> Cc1cc(C)cc(N2CC(C)(C)C2=O)c1
  A = 1%	B = -3%	C = 0%	D = 8%	E = 9%	F = 3%	G = 12%	H = 0%
> CCOC(=O)c1ccc(N2C(=O)CC(C(=O)OC)=C2C)cc1
  A = -9%	B = 1%	C = -71%[inhibitor][10 µM]	D = ?	E = 1%	F = 4%	G = 3%	H = -20%
> CC(C)c1nc2sc3c(=O)[nH]cnc3c2c2c1CCC2
  A = 1%	B = -1%	C = 7%[10 µM]	D = 21%	E = ?	F = -2%	G = 16%	H = ?
> COc1ccc(N2CC(O)=C(c3nc4ccccc4s3)C2=N)cc1
  A = -3%	B = -7%	C = -6%	D = 6%	E = ?	F = -1%	G = 9%	H = ?
> COc1ccc(C2CC(=O)c3cnc(NC(=O)c4ccccc4)nc3C2)c(OC)c1 (stereo unspecified)
  A = -8%	B = -10%	C = -35%	D = -9%	E = 2%	F = -2%	G = -2%	H = 4%
> S=C(Nc1ccc(Cc2ccncc2)cc1)Nc1cccc(Cl)c1
  A = -2%	B = ?	C = -17%	D = -25%	E = 7%	F = ?	G = -10%	H = ?
> CC(=O)Oc1cccc(N2C(=O)CC(Nc3ccc(N4CCOCC4)cc3)C2=O)c1 (stereo unspecified)
  A = 16µM*	B = ?	C = -40%[0.074 µM]	D = 8%	E = ?	F = ?	G = -8%	H = ?
> CCS(=O)(=O)NCc1ccc2c(c1)cc(C)n2C
  A = ?	B = -10%	C = 6%[10 µM]	D = -6%	E = -24%	F = -1%	G = -6%	H = ?
> COc1ccc(C2C(C#N)=C(N)N(c3sc4c(c3C#N)CCCC4)C3=C2C(=O)CC(C)(C)C3)cc1OC (stereo unspecified)
  A = -24%	B = -20%	C = -35%	D = 10%	E = -11%	F = -4%	G = 5%	H = -7%
> CCc1ccc(OCC(=O)NC(=S)Nc2ccc(C)cc2C)c(Br)c1
  A = -13%	B = -4%	C = ?	D = 5%	E = 0%	F = -6%	G = -13%	H = -3%
> CCOC(=O)c1[nH]c(C)c(C(=O)NC(C)CC)c1C (stereo unspecified)
  A = -12%	B = -1%	C = -5%	D = 17%	E = 2%	F = 6%	G = 3%	H = 4%
> COc1ccc(CCN2CN(S(=O)(=O)c3ccc(OC)cc3)c3nc4ccccc4nc32)cc1
  A = 2%	B = -26%	C = -11%[10 µM]	D = 11%	E = ?	F = -6%	G = -5%	H = ?
> O=C(CCn1c(=O)c2sccc2n(CC(=O)OCc2ccccc2)c1=O)NCc1ccco1
  A = -11%	B = -11%	C = -7%	D = 7%	E = 7%	F = 3%	G = -16%	H = ?
> COc1cc(C=Nc2cccc(C)c2)c(O)c([N+](=O)[O-])c1
  A = 7.9µM*	B = -6%	C = 12%[10 µM]	D = -4%	E = -5%	F = -4%	G = 1%	H = -11%

Arranged by SMILES length (largest number first): part of the list above.
Field names: A = Tau ThT inhib; B = Tau fluor counter; C = HTT cytoprotect; D = HTT aggregate; E = JMJD2E inh; F = Tau FP inhib; G = SMN2 splice up; H = ALDH1A1 block
> CC(=O)Oc1cccc(N2C(=O)CC(Nc3ccc(N4CCOCC4)cc3)C2=O)c1 (stereo unspecified)
  A = 16µM*	B = ?	C = -40%[0.074 µM]	D = 8%	E = ?	F = ?	G = -8%	H = ?
> O=[N+]([O-])c1nn(-c2ccc(Cl)cc2)n(O)c1=NCc1ccccc1Cl
  A = ?	B = -21%	C = -23%	D = -10%	E = 5%	F = 1%	G = /	H = 1%
> CCc1ccc(OCC(=O)NC(=S)Nc2ccc(C)cc2C)c(Br)c1
  A = -13%	B = -4%	C = ?	D = 5%	E = 0%	F = -6%	G = -13%	H = -3%
> S=C(Nc1ccc(Cc2ccncc2)cc1)Nc1cccc(Cl)c1
  A = -2%	B = ?	C = -17%	D = -25%	E = 7%	F = ?	G = -10%	H = ?
> CCCNc1c(F)c(F)c2c(C)c3ccccc3nc2c1F
  A = 14µM*	B = -23%	C = -27%	D = -32%	E = -4%	F = 6%	G = 13%	H = ?
> Cc1cc(C)cc(N2CC(C)(C)C2=O)c1
  A = 1%	B = -3%	C = 0%	D = 8%	E = 9%	F = 3%	G = 12%	H = 0%

Source: PubChem BioAssay (National Center for Advancing Translational Sciences (NCATS))
